Screening data as filed in PubChem BioAssay.
Epigenetic mod = derepresses silenced GFP locus in mouse C127i cells; mouse C127i GFP locus derepression, cytometry, 30 h; Potency, µM (top dose mostly 46.1 µM), inactives show at the top dose GFP derepression (activation); AID 597; actives 0.09% (n = 68,000); further: % of control where 0% means no effect
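Locus derepression in mouse mammary C127i cells whose integrated CMV-GFP reporter is normally silent; GFP expression after 30 h compound treatment was quantified by counting fluorescent cells.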
A350 autofl = compounds fluorescent in Alexa 350 spectral region; Compound autofluorescence, 340/450 nm, Alexa 350 dye-equivalents; stronger effect = higher value; max dye-equivalent concentration, M; actives 11% (n = 59,000); AID 590; in the data active means max dye-equivalent concentration above about 10 nM; inconclusive means mostly about 1.1 nM to 9.6 nM
USP2a inh = blocks human ubiquitin-specific protease USP2a | Potency, µM (highest dose often 38.3 µM), for inactives: at the highest dose activity change, negative = inhibition, most hits filed as inhibitors | USP2a enzymatic assay, qHTS inhibition | O75604 | actives 0.1% (n = 60,000);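 further: potency means the concentration at half of the fitted maximal effect; nearly all actives have a fitted effect of over 60% in size; plate controls were DMSO for no effect and NEM full inhibition control for full effect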
Target sequence (O75604 whole entry, looked up): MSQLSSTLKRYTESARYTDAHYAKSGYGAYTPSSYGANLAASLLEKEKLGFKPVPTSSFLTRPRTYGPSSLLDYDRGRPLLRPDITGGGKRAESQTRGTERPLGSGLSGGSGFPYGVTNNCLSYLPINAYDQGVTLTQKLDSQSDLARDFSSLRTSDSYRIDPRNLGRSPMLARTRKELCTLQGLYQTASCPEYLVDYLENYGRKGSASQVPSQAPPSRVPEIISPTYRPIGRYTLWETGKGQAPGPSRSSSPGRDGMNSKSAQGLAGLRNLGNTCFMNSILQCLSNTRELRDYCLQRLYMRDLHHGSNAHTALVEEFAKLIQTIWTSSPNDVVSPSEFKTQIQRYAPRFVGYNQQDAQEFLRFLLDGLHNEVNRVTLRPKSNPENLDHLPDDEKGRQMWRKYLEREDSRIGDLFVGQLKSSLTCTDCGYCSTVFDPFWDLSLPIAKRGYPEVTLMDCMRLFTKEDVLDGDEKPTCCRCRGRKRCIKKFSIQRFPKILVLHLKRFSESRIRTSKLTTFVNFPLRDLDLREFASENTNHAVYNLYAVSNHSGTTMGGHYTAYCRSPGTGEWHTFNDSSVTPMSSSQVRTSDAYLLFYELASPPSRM
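Inhibition is measured in a cell-free coupled assay with 20 nM USP2 core, 20 nM Ub-PLA2 and 20 uM NBD C6-HPC, 2.5 h incubation. Activity normalized to NEM control.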
4-MU autofl = compound fluoresces in the 4-MU spectral region. max dye-equivalent concentration, M. compound autofluorescence, 340/450 nm, 4-MU equivalents; stronger effect = higher value. actives 11% (n = 59,000); in the data active means max dye-equivalent concentration above about 10 nM; inconclusive means mostly about 1.1 nM to 9.6 nM
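Intrinsic fluorescence at 340/450 nm (ex/em) was read after 15 min at room temperature in pH 8.0, 100 mM Tris. Each compound concentration expressed as 4-MU-equivalent concentration from a six-point 4-MU standard series on each plate.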
UbGFP stabilizer = proteasome inhibitors stabilizing ubiquitin-GFP reporter; Ubiquitin-GFP reporter cells, proteasome inhibition, GFP fluorescence; response scale: untreated = 0%, 10 µM MG-132 = 100%; Potency, µM (series often up to 45.9 µM), inactives show at the highest dose activation (GFP accumulation), most hits filed as activators; 67,000 tested, under 10 active; AID 526; active means well fitted activation curve with a large enough effect, not every such curve was filed as active; inconclusive means small, poorly fitted or top-dose-only effect, or another doubt; inactive means no such curve, though single readings can be large or run the other way; further: potency means the concentration at half of the fitted maximal effect
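U2OS cells expressing ubiquitin(G76V)-GFP, seeded overnight in 0.5% FBS medium, then treated 4 hr at 37 C across 46 uM to 2.9 nM. GFP-positive cells counted by laser cytometry (488 ex/515 em); %activity scaled between basal and 10 uM MG-132.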
BRCT PPI green = inhibitors of human BRCA1 BRCT-phosphoprotein interaction (green fluorophore). P38398. BRCA1 BRCT-phosphopeptide binding, green fluorescence polarization. Potency, µM (doses to about 76.9 µM), without a hit: at the top dose activity change, negative = inhibition, most hits filed as inhibitors. actives 0.05% (n = 75,000). AID 875;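 further: potency means the concentration at half of the fitted maximal effect; plate controls were peptide without protein for full effect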
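Compounds were incubated for 12 min at room temperature with a complex of 100 nM fluorescein-tagged pBACH1 decapeptide and 250 nM His-tagged BRCT protein. Buffer was phosphate pH 7.3 with EDTA, DTT and Tween 20. Disruption of binding lowers the polarization signal.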
BRCT inh red = inhibitors of human BRCA1 BRCT-phosphoprotein interaction (red fluorophore) | P38398 | BRCT-phosphopeptide binding, red fluorescence polarization | Potency, µM (doses to about 76.9 µM), inactives show at the top dose activity change, negative = inhibition, most hits filed as inhibitors | actives 0.03% (n = 75,000) | AID 892; further: on the % scale 0 is the no-effect control and ±100 the full control effect
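Fluorescence polarization: 100 nM His-tagged BRCA1 BRCT with 100 nM TAMRA-labelled phospho-BACH1 decapeptide, phosphate buffer pH 7.3 with 150 mM NaCl, DTT, 0.01% Tween 20; 12 min RT. Binding inhibition seen as FP decrease.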
Caspase-7 inhib = caspase-7 (human) inhibition, allosteric or competitive; AID 889; Potency, µM (top dose mostly 57.5 µM), for inactives: at the highest dose activity change, negative = inhibition, most hits filed as inhibitors; recombinant caspase-7, Ac-DEVD-AFC fluorescence rate; P55210; actives 0.02% (n = 75,000); active means well fitted inhibition curve with a large enough effect in the main read-out, with a control signal flat, not every such curve was filed as active; inconclusive means small, poorly fitted or top-dose-only effect, or a change in a side signal; further: potency means the concentration at half of the fitted maximal effect; % of control where 0% means no effect
Target sequence (P55210 24-198 limits assumed): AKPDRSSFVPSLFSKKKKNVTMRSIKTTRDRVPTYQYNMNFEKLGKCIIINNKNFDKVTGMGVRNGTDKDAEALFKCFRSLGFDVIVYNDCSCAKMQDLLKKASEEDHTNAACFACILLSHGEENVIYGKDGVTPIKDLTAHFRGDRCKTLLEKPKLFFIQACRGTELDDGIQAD
Target sequence (P55210 207-303 limits assumed): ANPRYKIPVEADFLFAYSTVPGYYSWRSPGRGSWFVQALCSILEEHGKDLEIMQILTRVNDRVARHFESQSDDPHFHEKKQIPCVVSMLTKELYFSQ
Fluorescein autfl = fluorescein region autofluorescence; Compound autofluorescence, 480/540 nm, fluorescein-equivalent; stronger effect = higher value; max fluorescein-equivalent concentration, M; actives 0.91% (n = 59,000); AID 593; in the data active means max fluorescein-equivalent concentration above about 10 nM; inconclusive means between about 1.1 nM and that limit
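First, buffer (100 mM Tris, pH 8.0) dispensed; second, compounds and fluorescein standards pinned in; third, 15 min room-temperature incubation; finally, imaging at ex 480 nm/em 540 nm. Fluorescence normalized against the six-point fluorescein curve.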
Casp1 inh = caspase-1 (human) inhibition, allosteric or competitive; P29466; Caspase-1 enzyme, Ac-WEHD-AFC fluorogenic rate; Potency, µM (titrated, usually from 57.5 µM), inactives show at the highest dose activity change, negative = inhibition, usual class: inhibitors; actives 0.03% (n = 75,000);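 further: potency means the concentration at half of the fitted maximal effect; plate controls were vehicle for no effect and no substrate for full effect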
HEK293 cAMP cs = parental HEK293 cAMP activation (counter-screen); parental HEK293 CNG cAMP sensor, membrane potential fluorescence; Potency, µM (series often up to 57.1 µM), without a hit: top-dose activation, hits mostly activators; actives 2.5% (n = 73,000); AID 938; further: potency means the concentration at half of the fitted maximal effect; % of control where 0% means no effect; nearly all actives have a fitted effect of over 55% in size
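Counterscreen for endogenous-receptor signalling: CNG-channel HEK 293 cells report cAMP rise by membrane depolarization. After 60 min dye equilibration with 100 uM RO 20-1724, compounds incubated 30 min before bottom-read fluorescence at 590 nm.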
* marks the source's active call; other numbers are inactive results; i = inactive; ? = inconclusive; . = not tested or not shown; [ ] = remark or other dose. Unless noted, the call rests on the fitted dose curve; in most records, active means well fitted curve in the direction sought with a large enough effect; inconclusive means small, poorly fitted or top-dose-only effect, or another doubt; inactive means no such curve, though single readings can be large; an effect the other way counts as inactive or inconclusive.

Start of the data: the first 2 entries (preview)
smiles,Casp1 inh,UbGFP stabilizer,Caspase-7 inhib,4-MU autofl,Epigenetic mod,Fluorescein autfl,BRCT PPI green,A350 autofl,HEK293 cAMP cs,USP2a inh,BRCT inh red
Cc1ccc2nsnc2c1S(=O)(=O)N(Cc1cc2cccc(C)c2[nH]c1=O)CC1CCCO1 (stereo not drawn),-1%,-4%,2%,i,0%,i,0.7%,i,-2%,9%,0.6%
CCn1c(-c2cc(Br)ccc2O)n[nH]c1=S,1%,6%,1%,.,10%,.,-0.5%,.,12%[11.4 µM],0%,-1.6%

This part in full, from the start:
smiles,Casp1 inh,UbGFP stabilizer,Caspase-7 inhib,4-MU autofl,Epigenetic mod,Fluorescein autfl,BRCT PPI green,A350 autofl,HEK293 cAMP cs,USP2a inh,BRCT inh red
Cc1ccc2nsnc2c1S(=O)(=O)N(Cc1cc2cccc(C)c2[nH]c1=O)CC1CCCO1 (stereo not drawn),-1%,-4%,2%,i,0%,i,0.7%,i,-2%,9%,0.6%
CCn1c(-c2cc(Br)ccc2O)n[nH]c1=S,1%,6%,1%,.,10%,.,-0.5%,.,12%[11.4 µM],0%,-1.6%
CCOC(=O)Cc1csc(NC(=O)c2ccc(S(=O)(=O)N3CCCC3)cc2)n1,1%,-3%,-1%,i,0%,?,-0.2%,i,?,16%,2.5%
COCCn1c(SCC(=O)c2ccc3c(c2)OCCO3)nnc1C(C)C,0%,-2%,1%,i,-1%,?,-0.6%,i,25%,3%,-0.1%
Fc1ccc(-c2nnc3sc(C4COc5ccccc5O4)nn23)cc1 (stereo not drawn),-4%,-14%,-1%,i,-2%,i,3.9%,i,25µM*,19%,-1.0%
O=C(Nc1ccccc1C(=O)OCC(=O)N1CCc2ccccc2C1)c1ccco1,-6%,-6%,-4%,?,-2%,i,0.9%,?,?,26%,-3.1%
COc1ccc(OC)c2[nH]c(=O)c(CCNS(=O)(=O)c3ccc(C)cc3)cc12,0%,-2%,-2%,?,4%,i,-2.1%,?,27%,21%,0.1%
CCCC(C)NS(=O)(=O)c1ccccc1 (stereo not drawn),-1%,1%,0%,i,-1%,?,-2.3%,i,-6%,2%,0.4%
COc1nc(NCc2ccc(Cl)cc2)nc(OC)n1,-1%,-10%[9.17 µM],1%,.,0%,.,-2.0%,.,29%[11.4 µM],2%[7.66 µM],0.3%
Cc1oc(CC(C)C)c(CN2CCCC2)c1C(=O)O,1%,11%,4%,i,-1%,i,-0.7%,i,?,-5%,-0.1%
COc1cccc(OCc2nnc(SCC(=O)OCc3ccccc3)o2)c1,-8%,-2%,-18%,i,1%,i,-1.0%,i,-1%,-6%,-2.2%
COc1ccc(S(=O)(=O)N(C)CC(=O)O)c2ccccc12,0%,-8%,-1%,i,3%,i,-1.1%,i,5%,-10%,-0.9%
Cc1ccc(C(C)C)n1C(=O)OC(C)(C)C,0%[11.5 µM],.,-1%[11.5 µM],.,.,.,0.3%[15.4 µM],.,11%[11.4 µM],.,-3.3%[15.4 µM]
CCN(CC)CC(=O)Nc1ccc(C)cc1Br,1%,-1%,1%,i,-3%,i,-0.9%,i,11%,6%,-1.9%
c1ccc(-c2n[nH]c3ccccc23)cc1,-3%,.,-3%,?,0%,?,-0.4%,?,1%,7%,-0.7%
CCOc1ccc(N(CC(=O)Nc2ccc(OC)cc2)S(=O)(=O)c2c(C)noc2C)cc1,-2%,6%,-2%,.,-2%,.,-1.9%,.,?,.,-1.9%
Cc1ccc(S(=O)(=O)NCC(=O)N(CC(=O)NC2CCCC2)c2ccc3c(c2)OCCO3)cc1,0%,3%,-2%,i,-2%,i,0.1%,i,10%,19%,-0.1%
Cn1c(Cn2c(=O)sc3ccccc32)nnc1SCC(=O)Nc1ccccc1F,-2%,-3%,0%,.,.,.,-1.7%,.,9%,.,0.0%
CC(=O)OCC(=O)[C@@]12OC3(CCCC3)OC1CC1C3CCC4=CC(=O)C=C[C@@]4(C)[C@]3(F)C(O)C[C@]12C (stereo partly drawn),0%,.,0%,.,.,.,-0.4%[3.08 µM],.,.,48%[activator],-2.0%
O=C(NC1=NCCS1)c1cccs1,-2%,1%,-2%,?,1%,i,-2.1%,?,-23%,0%,0.4%
CCOCCO,-1%,.,-1%,.,.,.,-1.5%,.,16%,.,1.1%
NC(=NCCCCCCN=C(N)/N=C(\N)Nc1ccc(Cl)cc1)/N=C(\N)Nc1ccc(Cl)cc1,-1%,1%[20.5 µM],-4%,i,2%[20.6 µM],i,-3.0%[3.08 µM],i,10%,?,-0.1%
O=C(Nc1ccccc1)N1CCC(C(=O)N(Cc2ccco2)Cc2cccs2)CC1,0%,3%,-2%,i,0%,?,-2.1%,i,9%,13%,-0.6%
Oc1cnn(-c2ccccc2)c1,-1%,.,-1%,.,.,.,-0.8%,.,-8%,.,-6.8%
CCN(CC)CCOC(=O)c1cccc(Br)c1,-2%,5%,2%,i,0%,i,0.1%,i,?,2%,0.1%
Cc1csc(NC(=O)c2ccccc2C(=O)O)n1,0%,-6%,-1%,i,-1%,?,-1.5%,i,-2%,-3%,0.3%
C=C(C)COc1ccc(-c2n[nH]c(C)c2Oc2ccccc2OC)c(O)c1,-2%,0%,-6%,i,9%,?,0.9%,i,3%,?,-0.6%
O=C(NCc1ccccc1)NC1CCCCC1,1%,-3%,-1%,i,4%,i,-3.3%,i,6%,0%,-0.5%
c1ccc(C(Cc2nc(-c3ccncc3)no2)c2ccccc2)cc1,-2%,2%,-1%,i,-3%,i,-1.9%,i,16µM*,7%,-2.4%
O=C(O)C[C@H](S)C(=O)O,-4%[11.5 µM],7%[9.17 µM],-1%[11.5 µM],i,2%[9.22 µM],i,1.0%[15.4 µM],i,-5%[11.4 µM],.,0.1%[15.4 µM]
Cc1cccc(CNc2ccnc(-c3cccc(NS(C)(=O)=O)c3)n2)c1,0%,-4%,-1%,i,0%[9.22 µM],i,2.8%,i,-2%,22%,-2.7%
COC(=O)n1c(=O)oc2cc(S(=O)(=O)N3CCCCC3)ccc21,0%,.,0%,?,0%,?,-1.9%,?,4%,-5%,-0.4%
COc1ccc(N2C(=O)CSC23C(=O)Nc2ccccc23)cc1OC (stereo not drawn),3%,-2%,-1%,i,10%,i,-0.1%,?,6%,5%,-1.2%
COc1cccc2c(=O)cc(C)n(CC(=O)Nc3ccc(C)c(C)c3)c12,0%,2%,0%,i,8%,i,0.4%,i,?,41%[activator],-0.1%
COCCn1nnnc1C(c1ccc(OC)cc1OC)N1CCN(c2ccccc2F)CC1 (stereo not drawn),0%,-1%,-1%,i,-2%,?,0.0%,i,25µM*,-2%,0.3%
NC(=O)c1oc2ccccc2c1NC(=O)CN1CCCCC1,-12%,-3%,2%,i,4%,i,1.5%,i,17%,1%,-1.0%
COc1cccc(Nc2ncc3nc(-c4cn(C)c5ccccc45)c(=O)n(CCC#N)c3n2)c1,-8%,-3%,-11%,i,19%[9.22 µM],2.4e-08M*,-5.1%,i,3%,93%[activator],-0.6%
Cc1ccccc1NC(=O)C1CCCN1S(=O)(=O)c1cccc2cccnc12 (stereo not drawn),-3%,-6%,-1%,.,3%,.,-1.0%,.,3%,.,-1.2%
O=C(Nc1sc2c(c1C(=O)NC1CCCCC1)CCC2)c1ccco1,-3%,-2%,-5%,2.6e-07M*,-3%,i,-1.8%,2.5e-07M*,24%,21%,-0.6%
c1ccc(Nc2nc(-c3ccncc3)cs2)nc1,-2%,-7%,0%,.,-2%,.,-1.0%,.,2%,12%,0.2%
CCOc1ccc2cc(C#N)c(SCC(=O)N3CCC(C)CC3)nc2c1,-5%,-5%,-4%,9.4e-08M*,22%,?,0.9%,1e-07M*,?,11%,3.9%
Cc1ccc(C)c(NS(=O)(=O)c2cc(Br)cnc2N)c1,0%,1%,-1%,i,4%,i,0.1%,i,-15%,0%,-0.1%
CCOC(=O)C(CC)Sc1nc2c(c(=O)[nH]c(=O)n2C)n1C/C=C(/C)Cl (stereo not drawn),-12%,0%,-1%,i,2%,i,1.7%,i,?,16%,-2.6%
CCCCCCC1CC(CSc2ncn[nH]2)OC1=O (stereo not drawn),-2%,0%,1%,i,0%,i,-0.3%,i,26%,0%,0.5%
CCOC(=O)c1ccc(NC(=O)CSc2nnc(CNC(=O)c3c(F)cccc3Cl)o2)cc1,1%,1%,1%,i,-4%,i,-1.4%,i,-7%,26%,0.3%
CCSc1ccccc1C(=O)Nc1cccc(OC)c1,-1%,-4%,0%,i,-3%,i,-2.1%,i,18%,7%,-0.7%
COc1ccc(C(=O)Nc2ccccc2C(=O)NCc2ccco2)cc1OC,-3%,-4%,-2%,2e-07M*,-1%,i,-1.0%,2.5e-07M*,17%,24%,-0.3%
O=C(Nc1cccc(OC(F)(F)F)c1)c1ccc(Br)o1,-2%,3%,-2%,.,5%,.,2.2%,.,?,-2%,-2.2%

An excerpt; rates above refer to the full screens.
